# Assay outcomes as filed in PubChem BioAssay.
# Tb PFK inh = T. brucei PFK enzyme inhibition | O15648 | Potency, µM (series often up to 57.5 µM), for the others: top-dose activity, negative = inhibition, hits mostly inhibitors | T. brucei PFK, ADP-Glo luminescence | actives 0.17% (n = 330,000);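 note: potency is the fitted concentration of half-maximal effect; 0% = uninhibited 1x PFK enzyme wells and -100% = no-enzyme wells; nearly all actives have a fitted effect of over 60% in size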
# Target sequence (O15648 whole entry, looked up): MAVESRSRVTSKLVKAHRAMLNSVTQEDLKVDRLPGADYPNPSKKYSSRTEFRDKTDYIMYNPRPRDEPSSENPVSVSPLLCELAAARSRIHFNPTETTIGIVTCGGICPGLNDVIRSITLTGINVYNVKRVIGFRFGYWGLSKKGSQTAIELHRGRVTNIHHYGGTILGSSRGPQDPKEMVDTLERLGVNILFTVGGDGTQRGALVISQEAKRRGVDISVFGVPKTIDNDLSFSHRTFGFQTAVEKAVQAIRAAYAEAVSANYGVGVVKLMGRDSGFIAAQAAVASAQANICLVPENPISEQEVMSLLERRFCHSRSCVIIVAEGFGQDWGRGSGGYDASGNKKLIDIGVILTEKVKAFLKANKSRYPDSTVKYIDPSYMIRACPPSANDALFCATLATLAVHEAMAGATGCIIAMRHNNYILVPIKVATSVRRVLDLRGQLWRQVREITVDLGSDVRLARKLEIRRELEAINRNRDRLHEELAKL
#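 ADP-Glo luminescence quantified ADP after 45 min at room temperature, with 1.25 nM T. brucei PFK, 0.1 mM ATP and 0.5 mM fructose-6-phosphate in pH 8.0 TEA buffer. qHTS titrations up to 57 µM; curves classified by quality.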
# Gal4-VP16 FLuc = Gal4-VP16 reporter inhibition counter-screen; Drosophila S2 Gal4-VP16 UAS-luciferase, luminescence, 20 h; Potency, µM (titrated, usually from 53.6 µM), without a hit: top-dose activity, negative = inhibition, hits mostly inhibitors; actives 3.5% (n = 310,000);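 note: Gal4-VP16 expression switched on by copper sulfate through the metallothionein promoter; potency is the fitted concentration of half-maximal effect; % is set by controls: 0 for no effect and ±100 for the full control effect; nearly all actives have a fitted effect of over 50% in size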
# Giardia kill = Giardia lamblia killing | Giardia lamblia trophozoite viability | activity change, % at 7.66 µM, hits read low | actives 0.15% (n = 340,000); in the data active = activity change below about -80%; inconclusive = between about -30% and that limit;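 note: parasites exposed to compound for two days anaerobically before the ATP read; % is set by controls: 0 for no effect and ±100 for the full control effect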
#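 Each well holds 100 Giardia trophozoites and compound. After two days (48 hrs) at 37 deg C in anaerobic conditions, ATP is quantified by luminescence.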
# ELG1 genotoxic = genotoxicity induction in ELG1-luciferase HEK293T cells. HEK293T ELG1-luciferase reporter, luminescence, 16 h. Potency, µM (series often up to 46 µM), without a hit: top-dose activity change, positive = activation, actives largely listed as activators. actives 1.3% (n = 330,000). AID 504466; note: potency is the fitted concentration of half-maximal effect; % of control where 0% means no effect; nearly all actives have a fitted effect of over 60% in size
#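 Screening used a luciferase reporter fused to human ELG1 in HEK293T cells. Luminescence was read on a CCD plate imager after 16 hr exposure and 30 min ONE-Glo incubation.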
# uPA generation = blocks generation of uPA at the cell surface. cell surface uPA generation assay, qHTS. Potency, µM (doses to about 38.3 µM), inactives show top-dose activity change, negative = inhibition, usual class: inhibitors. actives 0.31% (n = 330,000). AID 540303; active = well fitted inhibition curve with a large enough effect; inconclusive = small, poorly fitted or top-dose-only effect; inactive = no such curve, though single readings can be large or run the other way; tested in mouse RAW 264.7 cells; note: potency is the fitted concentration of half-maximal effect; % is set by controls: 0 for no effect and ±100 for the full control effect; nearly all actives have a fitted effect of over 55% in size
# RORg inh = blocks mouse ROR gamma transcriptional activity; P51450; Drosophila S2 Gal4-RORgamma UAS-luciferase reporter, 20 h; Potency, µM (series often up to 53.6 µM), for inactives: at the top dose activity change, negative = inhibition, actives largely listed as inhibitors; actives 5.4% (n = 310,000); AID 2551; note: potency is the fitted concentration of half-maximal effect; % is set by controls: 0 for no effect and ±100 for the full control effect; nearly all actives have a fitted effect of over 60% in size
#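 Compounds are pin-transferred onto Drosophila Schneider cells expressing a copper-inducible Gal4–ROR gamma transactivation domain fusion. After 1 hr, copper sulfate is added to 700 uM final; luciferase is read 20 hr later.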
# FLuc modulator = counter-screen for miR-21 project: firefly luciferase inhibitors or activators. P08659. Potency, µM (titrated, usually from 57.5 µM), inactives show top-dose activity change, negative = inhibition, hits mostly inhibitors. actives 6.9% (n = 360,000). purified FLuc, Km substrates, luminescence inhibition;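 note: potency is the fitted concentration of half-maximal effect; plate controls were vehicle for no effect and reference inhibitor for full effect; nearly all actives have a fitted effect of over 55% in size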
# Target sequence (P08659 whole entry, looked up): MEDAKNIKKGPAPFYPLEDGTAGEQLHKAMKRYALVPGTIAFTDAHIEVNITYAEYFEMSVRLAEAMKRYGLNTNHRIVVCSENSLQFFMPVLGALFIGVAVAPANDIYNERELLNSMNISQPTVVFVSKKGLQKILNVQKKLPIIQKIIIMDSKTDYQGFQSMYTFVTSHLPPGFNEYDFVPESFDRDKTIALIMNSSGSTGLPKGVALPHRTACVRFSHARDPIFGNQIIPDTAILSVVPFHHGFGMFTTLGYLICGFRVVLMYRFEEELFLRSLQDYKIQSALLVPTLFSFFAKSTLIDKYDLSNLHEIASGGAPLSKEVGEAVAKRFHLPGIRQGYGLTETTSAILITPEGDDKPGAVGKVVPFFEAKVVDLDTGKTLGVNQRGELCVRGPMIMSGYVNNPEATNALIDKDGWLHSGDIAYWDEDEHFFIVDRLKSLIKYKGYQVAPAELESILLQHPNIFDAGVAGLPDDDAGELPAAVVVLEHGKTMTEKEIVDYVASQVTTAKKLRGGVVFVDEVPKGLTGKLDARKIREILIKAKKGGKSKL
#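 Biochemical qHTS of compounds, final roughly 60 µM downward over six points, against 10 nM purified firefly luciferase using Km concentrations of substrates (10 uM D-luciferin, 10 uM ATP) in Tris acetate pH 7.5 buffer; luminescence output.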
# NPC1 prom act = activates the NPC1 promoter; Huh7 NPC1 promoter luciferase reporter, 24 h; Potency, µM (top dose mostly 9.22 µM), without a hit: at the highest dose activation, most hits filed as activators; actives 2.4% (n = 320,000); AID 485313;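 note: potency is the fitted concentration of half-maximal effect; % of control where 0% means no effect; nearly all actives have a fitted effect of over 60% in size; reporter is driven by a mutant NPC1 promoter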
#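 Readout is luciferase luminescence, reflecting NPC1 promoter activation in stably transfected Huh7 cells after 24 h compound exposure at 37 °C in reduced-serum medium with 10% FBS.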
# KCNH2 3.1 inh = inhibitors of human KCNH2 3.1 potassium channel isoform; U2OS KCNH2 3.1, thallium flux FluxOr; stronger effect = lower value; activity change, % (tested at about 1.8 µM); actives 0.95% (n = 340,000); AID 720553;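 active = maximum activity change below -70%; inconclusive = maximum activity change from -70% to -50%; inactive = maximum activity change above -50%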;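 note: thallium influx rate constant from kinetic fluorescence after stimulation buffer; % is set by controls: 0 for no effect and ±100 for the full control effect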
#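 Thallium flux read-out: FluxOr dye with Red40 quencher in HBSS/HEPES, 45 min at RT. Rate constants from kinetic reads were normalized to positive and negative DMSO controls. Cells: U2OS virally expressing the 3.1 isoform.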
# Rab9 promoter act = Rab9 promoter activation; Huh7 Rab9 promoter-luciferase reporter, luminescence, 24 h; Potency, µM (top dose mostly 9.22 µM), inactives show top-dose activation, negative = inhibition, actives largely listed as activators; actives 2.8% (n = 320,000); note: potency is the fitted concentration of half-maximal effect; % of control where 0% means no effect; nearly all actives have a fitted effect of over 60% in size
#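 Luminescence from Amplite-detected luciferase (10 minutes, ambient) reports Rab9 promoter activation. Before that, stable Rab9-luciferase Huh7 cells (1500/well, reduced-serum OP-MEM I plus 10% FBS) were exposed to compound for 24 hours at 37C.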
# Coupling enz = counter-screen for Giardia aldolase inhibitors: coupling enzyme system | activity change, negative = inhibition, % at 58.2 µM, hits read low | AID 2472 | coupling enzyme system counterscreen, AmpLite Red fluorescence | actives 0.67% (n = 290,000); in the data active = activity change below about -30%; note: % is set by controls: 0 for no effect and ±100 for the full control effect
#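 Coupling enzymes only (glyceraldehyde-3-phosphate) + compound, at 57.5 uM final, 10 min RT; add substrate/coupling/AmpLite Red mix, 20 min RT; fluorescence ex 525/em 598 nm. Actives flag coupling-system interference.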
# Numbers without * were called inactive; u = inconclusive; x = no result given; [ ] = dose if it differs, or a comment. Unless noted, calls come from the whole dose curve; as a rule, active = well fitted curve in the direction sought with a large enough effect; inconclusive = small, poorly fitted or top-dose-only effect, or another doubt; inactive = no such curve, though single readings can be large; an effect the other way counts as inactive or inconclusive. Rows are unselected; about 14% have a hit in one of these screens.
Molecule | Tb PFK inh | Gal4-VP16 FLuc | Giardia kill | ELG1 genotoxic | uPA generation | RORg inh | FLuc modulator | NPC1 prom act | KCNH2 3.1 inh | Rab9 promoter act | Coupling enz
C1CN(CC2CCN(c3nc4nonc4nc3N3CCSCC3)CC2)CCO1 | -7% | 10% | 36[activator] | 1% | -1% | 10% | 15% | 1% | 13 | 0% | 9
COc1ccc(OC)c(NC(=O)C2CC(=O)N(c3ccc(Br)cc3)C2)c1 (stereo unspecified) | -3% | -4% | -22 | 2% | 6% | 35% | -3% | -3% | 2 | -12% | -2
CC(C)c1nc(CNC(=O)C2CCC(=O)N(Cc3ccc(Cl)cc3)C2)no1 (stereo unspecified) | -8% | -14% | 43[activator] | 0% | -6% | 5% | 2% | -3% | 7 | 5% | x
Nc1c(C(=O)NCCc2ccccc2)nnn1Cc1ccc(Br)cc1F | 3% | -4% | 5 | 4% | 3% | 14% | 0% | -1% | -20 | -1% | -2
CCOC(=O)C1(Cc2ccccc2C)CCCN(C(=O)COC)C1 (stereo unspecified) | 0% | -12% | 4 | 7% | -14% | 2% | u | 16% | -107* | 6% | 3
CCOC(=O)c1c(N)nn(C(=O)C(C)C)c1-c1ccc(OC)cc1 | -1% | -5% | 23 | -5% | -1% | 9% | -3% | -2% | -8 | 4% | -1
O=C(Cn1[nH]c(=O)c2ccccc2c1=O)NC1CCCCCC1 | 1% | 8% | u | 12% | -3% | 41% | -19% | 10% | 22 | 25% | 0
Cc1ccc(NC(=O)c2ccc3c(=O)n4c(nc3c2)CCCCC4)nc1 | -11% | x | 0 | -2% | -4% | x | u | 28% | 7 | u | x
Cc1ccc(CC(=O)NC2CCN(Cc3ccccc3)CC2)cc1 | 0% | 4% | -7 | -9% | 7% | 35% | -2% | -1% | 1 | 0% | -1
O=C(CN(C1CCCCC1)S(=O)(=O)c1ccc(Br)cc1)NCc1ccncc1 | 2% | -6% | -13 | -5% | 12% | 33% | 1% | 1% | -5 | 0% | 3
Cc1onc(-c2c(F)cccc2Cl)c1C(=O)NC1=NCCS1 | 1% | 22µM* | -7 | -7% | x | 14µM* | -1% | 3% | 0 | -3% | -1
COc1ccccc1OCCNC(=O)C(CCSC)NS(=O)(=O)c1ccccc1F (stereo unspecified) | 0% | x | 8 | 0% | -1% | x | -1% | 0% | 7 | -4% | x
Cc1cccc(C2=NN(c3ccccc3)[C@@H](C(=O)N3CCOC3=O)[C@@H]2c2ccccc2)c1 | 6% | -6% | -9 | -1% | 15% | -2% | x | x | 7 | x | -6
Nc1c(C(=O)Nc2ccccc2Cl)nnn1-c1ccc2c(c1)OCCO2 | -5% | u | 0 | u | 0% | 0.056µM* | 1.1µM* | 0.79µM* | 15 | 1.1µM* | 5
Cc1ccc(Nc2nc(N)nc(CN3CCN(Cc4ccc5c(c4)OCO5)CC3)n2)cc1Cl | 0% | -13% | -4 | -15% | -8% | -33% | 5% | 1% | -92* | 3% | 1
NS(=O)(=O)c1ccc(NC(=O)COC(=O)c2cc(Cl)ccc2[N+](=O)[O-])cc1 | -4% | 4% | 11 | 0% | 3% | 14% | 1% | -5% | 5 | -3% | 3
Cc1ccc(S(=O)(=O)N(C)C)cc1NC(=O)C(C)Sc1ccccc1 (stereo unspecified) | -1% | 11% | 6 | -6% | -1% | 0% | -5% | 3% | 28 | 2% | -2
COc1ccc(CCNC(=O)CSc2nc(=O)[nH]c3c2CCC3)cc1OC | 1% | x | 36[activator] | 0% | 1% | x | -1% | -2% | 15 | -5% | x
N/C(=N\OC(=O)c1ccccc1[N+](=O)[O-])c1cccnc1 | -12% | 3% | 18 | u | -4% | -36% | u | 16% | 5 | 22% | 1
COc1ccc(NS(=O)(=O)c2ccc(NC(=O)c3ccc(Br)cc3)cc2)nn1 | 10% | -10% | 2 | -5% | 7% | 32% | u | -4% | 4 | -2% | -1
Cc1ccc2nc3c(cc2c1)c(C)nn3-c1ccccc1 | -4% | 9% | -2 | 1% | u | 13% | u | -1% | 29 | 6% | -1
COc1ccc(C(=O)c2cn[nH]c2-c2cc(Cl)ccc2O)cc1 | -1% | -21% | -14 | -1% | 1% | u | -3% | -2% | -15 | 9% | -1
CC(C)CNC(=S)N1CCN(C(c2ccccc2)c2ccccc2)CC1 | -4% | u | -9 | -4% | 13% | 13µM* | -1% | -5% | -23 | -16% | -1
COc1c(Cl)cc(Cl)cc1/C=C/C(=O)c1ccc(NC(=O)c2cccs2)cc1 | 0% | u | 3 | -15% | -16% | u | u | 5% | -8 | -17% | -1

# Part of the list above in order of number of heavy atoms, descending:
Molecule | Tb PFK inh | Gal4-VP16 FLuc | Giardia kill | ELG1 genotoxic | uPA generation | RORg inh | FLuc modulator | NPC1 prom act | KCNH2 3.1 inh | Rab9 promoter act | Coupling enz
Cc1ccc(Nc2nc(N)nc(CN3CCN(Cc4ccc5c(c4)OCO5)CC3)n2)cc1Cl | 0% | -13% | -4 | -15% | -8% | -33% | 5% | 1% | -92* | 3% | 1
Cc1cccc(C2=NN(c3ccccc3)[C@@H](C(=O)N3CCOC3=O)[C@@H]2c2ccccc2)c1 | 6% | -6% | -9 | -1% | 15% | -2% | x | x | 7 | x | -6
COc1ccc(NS(=O)(=O)c2ccc(NC(=O)c3ccc(Br)cc3)cc2)nn1 | 10% | -10% | 2 | -5% | 7% | 32% | u | -4% | 4 | -2% | -1

# Going on with the list.
Molecule | Tb PFK inh | Gal4-VP16 FLuc | Giardia kill | ELG1 genotoxic | uPA generation | RORg inh | FLuc modulator | NPC1 prom act | KCNH2 3.1 inh | Rab9 promoter act | Coupling enz
CCc1ccccc1NC(=O)c1ccc(Cn2cc([N+](=O)[O-])cn2)cc1 | -26% | 0% | 12 | -7% | 6% | 37% | 1% | 0% | 15 | 2% | 0
Cc1cc(-c2c(C)[nH]n(-c3ccc(Cl)cc3)c2=O)n(-c2ccc(Cl)cc2)n1 | 0% | -12% | -21 | -7% | 1% | u | u | 2% | 4 | 0% | 5
COc1ccccc1C1CC(c2ccccc2)=NN1C(=S)Nc1ccccc1 (stereo unspecified) | -7% | -6% | -9 | -2% | 3% | 12% | -5% | -6% | -8 | 0% | -8
O=C(CCCOc1ccc(Cl)cc1Cl)N/N=C/c1ccccc1 | 0% | u | 7 | -2% | 1% | -17% | -27% | 0% | 14 | -3% | -48*
CCCNC(=O)c1ccc(C2SCC(=O)N2Cc2ccccc2)cc1 (stereo unspecified) | -12% | -1% | 0 | 0% | 2% | 23% | 1% | -2% | x | -7% | 7
CCN(C(=O)c1cc2c(=O)n3ccccc3nc2s1)C1CCCCC1 | 5% | 7% | 4 | u | -4% | 31% | u | 28% | -7 | u | 0
O=C(CN1CCOCC1)Nc1ccc(OCc2ccccc2)cc1 | 1% | 29% | -14 | 5% | -6% | 2% | -16% | -1% | -18 | 1% | 2
N#CCC(=O)Nc1cc(C(F)(F)F)ccc1N1CCOCC1 | -1% | -10% | 7 | -3% | -1% | 23% | 2% | -4% | -8 | -4% | -2
NC(=O)c1c(NC(=O)C2CCCO2)sc2c1CCCCC2 (stereo unspecified) | 6% | 23% | 6 | u | -2% | 23% | 17µM* | 27% | 2 | u | -10
COCC(C)NS(=O)(=O)c1ccc(OC)cc1 (stereo unspecified) | 2% | -7% | 6 | 1% | 0% | 8% | 2% | 0% | 15 | -3% | 2
COc1ccc(C(=O)NCc2ccc3c(c2)CCO3)cc1 | -12% | -8% | 0 | 2% | 14% | -6% | -12% | 1% | 14 | -1% | 0
COc1ccc(CN(C)CC(O)COc2ccc(-c3ccccc3)cc2)cc1OC (stereo unspecified) | 2% | -14% | 55[activator] | 0% | -6% | 8% | -2% | 2% | -1 | 3% | 0
COC(=O)c1cc(S(=O)(=O)Nc2c(C)cccc2C)cn1C | u | -7% | 3 | 1% | -24% | -27% | 0% | 0% | 10 | -3% | 0
COC(=O)C1=C(C)NC(=O)/C1=C\c1cc(C)n(-c2ccccc2C)c1C | 0% | -13% | -6 | 8% | 3% | -8% | 17µM* | 3% | 5 | 0% | -1
Cc1c(N2C(=O)C(=O)/C(=C(/O)c3ccccc3)C2c2ccc(F)cc2)c(=O)n(-c2ccccc2)n1C (stereo unspecified) | -3% | -4% | -11 | 0% | 10% | u | 0% | 0% | 2 | -5% | 5
Cc1ccc(Cc2c(C)nc3nc(SCC(=O)NCCN4CCOCC4)nn3c2C)cc1 | 1% | -4% | -4 | -1% | 6% | -1% | -3% | -1% | 23 | -1% | 0

# Records above shown as hits in NPC1 prom act.
SMILES | Tb PFK inh | uPA generation | RORg inh | NPC1 prom act | Rab9 promoter act
Nc1c(C(=O)Nc2ccccc2Cl)nnn1-c1ccc2c(c1)OCCO2 | -5% | 0% | 0.056µM* | 0.79µM* | 1.1µM*
